From PubChem
RBX1-CUL1 inh: inhibitors of human ROC1-CUL1 ubiquitin ligase activity | P62877+Q13616 | in vitro K48 di-Ub FRET, acceptor:donor ratio, 45 min | inhibition, % at 10 µM | 140,000 tested, 0.6% active | AID 1347404; in the data active means inhibition above about 25%
Target sequence (P62877 whole entry, looked up): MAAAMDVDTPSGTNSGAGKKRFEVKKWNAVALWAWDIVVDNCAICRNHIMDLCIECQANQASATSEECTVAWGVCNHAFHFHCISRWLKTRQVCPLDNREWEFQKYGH
Target sequence (Q13616 whole entry, looked up): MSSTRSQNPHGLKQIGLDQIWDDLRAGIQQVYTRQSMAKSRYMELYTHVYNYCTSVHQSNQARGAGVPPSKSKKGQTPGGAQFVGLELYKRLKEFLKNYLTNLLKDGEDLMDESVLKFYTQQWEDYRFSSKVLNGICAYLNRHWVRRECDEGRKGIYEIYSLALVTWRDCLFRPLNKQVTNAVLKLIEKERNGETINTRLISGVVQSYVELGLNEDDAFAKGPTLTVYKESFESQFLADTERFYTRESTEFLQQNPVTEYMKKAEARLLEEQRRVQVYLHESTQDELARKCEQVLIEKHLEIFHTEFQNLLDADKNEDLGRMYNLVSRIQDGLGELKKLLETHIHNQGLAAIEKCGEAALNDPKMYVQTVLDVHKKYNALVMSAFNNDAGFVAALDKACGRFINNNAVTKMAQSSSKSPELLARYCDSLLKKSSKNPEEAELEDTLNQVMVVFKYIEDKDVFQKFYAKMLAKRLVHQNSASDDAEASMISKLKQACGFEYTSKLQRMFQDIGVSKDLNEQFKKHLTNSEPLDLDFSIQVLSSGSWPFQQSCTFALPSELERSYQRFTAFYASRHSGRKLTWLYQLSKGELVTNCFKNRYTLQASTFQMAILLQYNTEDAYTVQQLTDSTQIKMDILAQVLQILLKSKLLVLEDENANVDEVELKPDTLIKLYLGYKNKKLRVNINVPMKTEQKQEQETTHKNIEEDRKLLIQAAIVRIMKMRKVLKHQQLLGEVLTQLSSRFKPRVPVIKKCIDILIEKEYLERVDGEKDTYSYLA
* = called active by the depositor.

SMILES	RBX1-CUL1 inh
O=C(CN1C(=O)COc2ccc(S(=O)(=O)N3CCCC3)cc21)N1CCN(c2ccccc2F)CC1	6
Cc1ccc(C)c(Cn2c(C3CC(=O)N(c4ccccc4C)C3)nc3ccccc32)c1 (configuration not stated)	-1
CSc1ccc(CC2(CCC(=O)NCc3cn[nH]c3-c3ccc(Cl)cc3)CCC(=O)N2)cc1 (configuration not stated)	-4
CCOC(=O)C(C)N1C(=O)S/C(=C/c2ccc(-c3ccccc3C(=O)O)o2)C1=O (configuration not stated)	-5
CCCCCc1nc2sc3c(c2c(=O)n1NC(=O)c1ccccc1Cl)CC(C)CC3 (configuration not stated)	9
CCN1CCOC(=O)C1CC(=O)Nc1cc(Cl)ccc1C (configuration not stated)	-2
Cc1cn2c3c(=O)n(CCC(C)C)c(=O)n(C)c3nc2n1CCO	8
COC(=O)c1cc(OC(=O)/C=C/c2ccccc2)c2c(c1)Oc1nc3ccccc3nc1O2	1
CCOc1ccc(C(=O)c2oc3ccccc3c2NC(=O)c2cc(-c3ccc(C)cc3)on2)cc1	-12
O=C(C[n+]1ccccc1Cc1ccccc1)c1ccccc1	9
Cc1ccn2c(=O)cc(COc3cccc(NC(=O)Nc4cccc(Cl)c4C)c3)nc2c1	-1
COc1cc(-c2nnc(SCC(=O)N(C)C3CCCCC3)o2)cc(OC)c1OC	2
CCOc1ccc(C(=O)NCCc2csc(-c3cccnc3)n2)cc1	0
CC(C)n1ncnc1NC(=O)NCc1cccc(OC(F)(F)F)c1	10
COC(=O)C1=C(C(=O)OC)SC(=C2C(=S)C(C)(C)N(C(=O)c3ccc(-c4ccccc4)cc3)c3ccc(OC)cc32)S1	0
Cc1nc2c(Br)ccc(Br)c2nc1C	-5
O=C(c1cnc(N2CCCCC2)c2ccccc12)N1CCN(c2ccc(Cl)cc2)CC1	14
COc1ccc(CN2CCNC(=O)C2CC(=O)N2CCCO2)c(C)c1C (configuration not stated)	-3
COCCC(=O)Nc1cc(C(=O)NC2CCS(=O)(=O)C2)cc2nc(-c3ccccc3)n(C)c12 (configuration not stated)	1
C[N+]1=C(c2ccc(F)c(F)c2)c2cccn2CC1	-9
COCCN1CCCC2(CCN(C(=O)c3ccc(F)c(F)c3)C2)C1=O (configuration not stated)	-2
O=C1CCCN1CC(=O)N1CCOC(Cc2cccc(C(F)(F)F)c2)C1 (configuration not stated)	6
CSc1nnc2c(n1)OC(c1ccsc1)Nc1ccc(Br)cc1-2 (configuration not stated)	0
COc1cc(C=C(C#N)C#N)cc(I)c1OCc1ccccc1	-2
CCCCOc1ccc(CNC(=O)c2ccc(NC(=O)N3CCSc4ncccc43)cc2)cc1	7

Going on with the list.
SMILES	RBX1-CUL1 inh
CCOC(=O)N1CCN(C(=O)CN(c2ccc(F)cc2)S(C)(=O)=O)CC1	-10
CCOC(=O)c1c(N)sc2c(OCc3ccccc3)c(Br)ccc12	5
CN1CCN(C(CNC(=O)C(=O)Nc2ccccc2C#N)c2ccc3c(c2)OCO3)CC1 (configuration not stated)	8
COCCN1C(=O)C(C(c2ccc(F)cc2)N2CCC(C)CC2)C(=O)C=C1C (configuration not stated)	-1
O=C(Nc1ccc(-n2cccn2)cc1)C1CCCN1C(=O)c1ccoc1 (configuration not stated)	-2
COc1ccccc1OCC(=O)Nc1cccc(C(=O)c2ccc(C)c(C)c2)c1	-9
c1ccc2c(c1)sc1ccc3c(c12)CCC3	-6
O=C(c1ccccc1F)N1N=C(c2ccccc2)CC1(O)C(F)(F)F (configuration not stated)	-4
CCOc1ccccc1CNC(=O)CCCN1C(=O)CCn2nc(-c3cccn3C)cc21	-7
O=C(CSc1nc(-c2ccc(F)cc2)[nH]c1-c1ccc(F)cc1)Nc1ccc2c(c1)OCO2	-3
Cc1cc(NC(=O)CSc2nc(-c3ccco3)cc(C(F)(F)F)n2)no1	6
COc1cc(C)c(-c2nc3c(cnn3C)[nH]2)cc1C(C)C	1
COc1cccc(C(=O)N(Cc2cccc(OCc3ccc(F)cc3)c2)C2CCCC2)c1OC	8
Cc1ccc(-n2c(-c3c(Cl)c(C)nn3C)n[nH]c2=S)cc1	11
COc1ccc(C2CC(C(F)(F)F)n3nc(C(=O)N(C)c4ccc(OC(F)(F)F)cc4)cc3N2)cc1 (configuration not stated)	-4
CSc1nc2c([nH]c3ccccc32)c(=O)n1-c1ccc(C)cc1	2
CCCNS(=O)(=O)Cc1ccc(Br)cc1	2
Cc1c(C(=O)c2cccs2)sc2nc3cc(F)c(F)cc3n12	-2
Oc1ccc(Br)cc1-c1ccn[nH]1	0
Cc1cccc(C(=O)Nc2cnc3c(C)cccn3c2=O)c1	15
CCCNC(=O)NS(=O)(=O)c1cnccc1Sc1cccc(Cl)c1	6
CCOC(=O)c1cc(-c2ccc(F)cc2)n(CC(=O)NC2CCCCCC2)c1C	6
Cc1cc(-c2ccc(S(=O)(=O)Nc3ccc(Cl)cc3)cc2)on1	1
CCC(C)(C)C1CCc2c(sc(NC(=O)CCCC(=O)O)c2C(N)=O)C1 (configuration not stated)	1
CCc1ccc(C(=O)N2CCN(S(=O)(=O)c3ccccc3)CC2)s1	1

The closing 2 compounds of the part above are carried over, then new ones follow:
SMILES	RBX1-CUL1 inh
CCC(C)(C)C1CCc2c(sc(NC(=O)CCCC(=O)O)c2C(N)=O)C1 (configuration not stated)	1
CCc1ccc(C(=O)N2CCN(S(=O)(=O)c3ccccc3)CC2)s1	1
CCOC(=O)c1ccc(NC(=O)c2oc3ccc4c(c3c2C)C(=O)CC(C)(CC)O4)cc1 (configuration not stated)	-6
CCOC(=O)c1sc2ccccc2c1S(=O)(=O)Nc1ccc(N(C)C)cc1	6
CCn1c(COc2ccc(OC)cc2)nnc1SCC(=O)Nc1cc(C)ccc1C	-1
CCOc1cc(C2C3=C(CC(c4ccc(OC)c(OC)c4)CC3=O)N=C(C)C2C(=O)OCc2ccccc2)ccc1OC(C)=O (configuration not stated)	-4
O=C(NCCc1ccc(Cl)cc1)c1ccc(CS(=O)Cc2ccccc2Cl)o1 (configuration not stated)	-1
CCSC1=N/C(=C\c2cccc(F)c2)C(=O)S1	5
Cc1cccc(OC(=O)C(C)c2ccc(CC(C)C)cc2)c1 (configuration not stated)	9
CCCCCC(=O)N(CN1C(=O)c2ccccc2C1=O)c1ccccc1C	-3
COc1ccccc1NC(=O)c1sc2nc(C)c(C(=O)Nc3ccc(C)cc3C)c(-c3ccccc3Cl)c2c1N	-8
O=C(Nc1ncccc1Cl)C1CCCC1	3
Cn1c(=O)n(-c2ccc3c(c2)OCO3)c2nc(-c3ccccc3)nc(C(N)=O)c21	-3
CCOC(=O)C1CCN(C(=O)c2ccc(-n3ccc4ccccc43)s2)CC1	-2
O=C([C@H]1C[C@@H]2C=C[C@H]1C2)N1CCc2onc(-c3ccc4c(c3)OCO4)c2C1	-4
C=CCn1c(-c2ccc(Cl)cc2)n[nH]c1=S	2
CCOc1ccc(Nc2nc(N)nc(CN3CC(C)CC(C)C3)n2)cc1 (configuration not stated)	-5
COC1(OC)C(=O)Nc2ccccc2C1=O	3
CCSc1nnc2c(n1)OC(c1ccc(O)c(Cl)c1)Nc1ccccc1-2 (configuration not stated)	-13
O=S1(=O)c2ccccc2N(Cc2ccc(F)cc2)c2ccccc21	-2
COc1ccc(Cl)cc1NC(=O)CN(C)S(=O)(=O)c1ccc(OC)c(OC)c1	-8
CCc1nc(SCc2cc(Cl)ccc2OC)n[nH]1	3
C#CC1(OC(=O)Nc2ccccc2)CCC(c2ccccc2)CC1 (configuration not stated)	0
C=CCn1c(=O)c2c(nc3n2CC(C)=NN3Cc2ccccc2)n(C)c1=O	7
CNc1ncnc2c1oc1ccccc12	-3
COc1cc(Cl)c(C)cc1NC(=O)c1cnn(-c2ccc(F)cc2F)c1C1CCN(C(=O)OC(C)(C)C)CC1	10
O=C1Nc2c(ccc(Cl)c2Cl)C12OCCO2	1

Next compounds.
SMILES	RBX1-CUL1 inh
Cc1cc(Cl)ccc1OCC(=O)Oc1ccc2ccccc2c1	-1
CCc1cccc(NC(=O)CCc2c(C)nc3c(c2C)c(=O)n(C)c(=O)n3C)c1	4
CC(C)Oc1ccc(C(=O)NC(=S)Nc2ccccc2Cl)cc1	-5
Cc1cc(-c2cnnc(N3CCN(C4CCc5ccccc5C4)CC3)n2)c(C)o1 (configuration not stated)	9
CC(C)c1ccc(NC(=O)CCCc2nc(-c3ccc(Cl)cc3)no2)cc1	1
CCC(C)Nc1nc2c(c(=O)[nH]c(=O)n2C)n1Cc1ccc(F)cc1 (configuration not stated)	-6
COc1ccc2c(c1)-c1c(ssc1=Nc1cc(Cl)ccc1C(=O)c1ccccc1)C(C)(C)N2	0
COCCCN1C(=O)CC(CC(=O)N2CCCC(C(=O)CC(C)C)C2)(c2ccccc2OC)C1=O (configuration not stated)	7
O=C1N(C2Cc3ccccc3C2)C[C@@H]2C[C@@H](c3ccc4nonc4c3)N3CCC[C@@]123	-5
CN(c1ccccc1)c1ccc(/C=N/NC(=O)c2ccc([N+](=O)[O-])cc2)cc1	14
COc1ccc(CCNc2oc(COc3cccc(C)c3)nc2C#N)cc1OC	-5
COCCO[C@H]1[C@H](NC(=O)C(C)C)c2ccccc2C12CCN(C(=O)c1ccsc1)CC2	-3
Cc1ccc(CNC(=O)Cc2coc3cc(C)cc(C)c23)cc1	-10
O=C(CC1NCCNC1=O)Nc1cccc(C(F)(F)F)c1 (configuration not stated)	2
COC(=O)C1C(C)=NC2=C(C(=O)CC(c3ccc(OC)cc3)C2)C1c1ccc(Cl)c(Cl)c1 (configuration not stated)	-4
O=C(N/N=C\c1ccccc1OCc1ccccc1)c1cc2c(ccc3ccccc32)o1	7
COc1ccc(-c2nn(-c3ccccc3)cc2C2NC(=O)N=C(C)C2C(=O)OC(C)C)cc1Cl (configuration not stated)	9
CCOC(=O)c1cnc2ccc(OC)cc2c1NCCc1ccccc1	5
CC(C)(C)Cc1nnc(NC(=O)c2cccc(I)c2)s1	10
COc1ccc(-c2nc(C)c(CCNC(=O)C(=O)Nc3c(C)cccc3C)s2)cc1OC	1
CC(C)Oc1c(-c2ccc(F)cc2)c(=O)c1=O	-9
CCCN1CCC(NC(=O)c2ccccc2F)CC1	-6
COc1cccc(N2CCN(C(=O)c3ccc(NC(=O)c4nsc5ccccc45)cc3)CC2)c1	5
COc1ccccc1NC(=O)CN1C(=O)c2ccccc2Sc2ccc(C(=O)N3CCCC3)cc21	5
COC(=O)c1ccc(-c2nc3cc(NC(C)=O)ccc3o2)cc1	5

More records follow.
SMILES	RBX1-CUL1 inh
CCOC(=O)c1c(C)[nH]c(C)c1S(=O)(=O)NCC(=O)Nc1cccc(Cl)c1	-6
CCOC(=O)CNC(=O)Nc1cc(C(=O)NCc2cccc(F)c2)ccc1N1CCCC1	-5
CCOC(=O)c1noc2ncnc(Nc3ccc(C)c(F)c3)c12	-8
Oc1cccc(-c2nc3ccc4ccccc4c3c3c2CCCC3)c1	4
CCc1ccc(CCC(=O)Nc2c(F)cccc2F)cc1	-2
CC(C)C(=O)NC(=S)Nc1ccccc1Cl	-1
C=CCn1c(SCC(=O)Nc2ccc(C(=O)OCC)cc2)nnc1-c1csc2c1CCCC2	-1
Cc1oc(-c2cccc(Cl)c2)nc1CN1CCC(C(=O)NCCc2ccc(Cl)cc2)CC1	0
CCCc1[nH]nc2c1C1(C(=O)Nc3ccccc31)C(C#N)C(=N)O2 (configuration not stated)	-6
CC12CCC(C(=O)Nc3nc4ccc(Br)cc4s3)(OC1=O)C2(C)C (configuration not stated)	-3
CSCCC(NS(=O)(=O)c1cccs1)C(=O)O (configuration not stated)	6
Cc1ccc(CNC(=O)C2CCN(S(=O)(=O)c3c(C)noc3/C=C/c3cccs3)CC2)cc1	9
CCNC(=O)NS(=O)(=O)c1cnccc1Nc1cccc(Cl)c1	10
CCc1cccc(CC)c1NC(=O)c1sc2nc3ccc(C)cc3cc2c1N	-8
CCOC(=O)N1CCN(c2nncc(-c3ccc4ccccc4c3)n2)CC1	-4
COc1ccc(C(=O)COC(=O)C(NC(=O)c2ccc(C(C)(C)C)cc2)C(C)C)cc1 (configuration not stated)	-9
N#CSCC(=O)N1c2ccccc2Sc2ccccc21	-2
COc1ccc(NC(=O)c2sc3nc[nH]c(=O)c3c2C)cc1OC	1
CCc1nn2c(-c3ccncc3)nnc2s1	-1
CCc1ccc(NC(=O)CSc2ccc3nnc(CCNS(=O)(=O)c4ccc(OC)cc4)n3n2)cc1	3
O=C1COc2ccc(Cl)cc2N1Cc1ccccc1F	-4
CCc1cccc(C)c1Nc1c(-c2ccc(SC)cc2)nc2sccn12	0
CC12CCC(C(=O)Nc3cccc(F)c3)(OC1=O)C2(C)C (configuration not stated)	2
Cc1[nH]c2ccc(F)cc2c1CC(=O)N1CCN(c2cnn(C)c(=O)c2)CC1	2
Cc1ccc(/C=N/NC(=O)c2ccc(N(Cc3ccccc3Cl)S(C)(=O)=O)cc2)c(C)c1C	5
Cc1cc(C(=O)NCc2cccc(Br)c2)c2c(C)nn(-c3ccccc3)c2n1	-6

In the list so far, 16 have a thiophene ring, fused or not:
SMILES	RBX1-CUL1 inh
CCCCCc1nc2sc3c(c2c(=O)n1NC(=O)c1ccccc1Cl)CC(C)CC3 (configuration not stated)	9
CSc1nnc2c(n1)OC(c1ccsc1)Nc1ccc(Br)cc1-2 (configuration not stated)	0
CCOC(=O)c1c(N)sc2c(OCc3ccccc3)c(Br)ccc12	5
c1ccc2c(c1)sc1ccc3c(c12)CCC3	-6
Cc1c(C(=O)c2cccs2)sc2nc3cc(F)c(F)cc3n12	-2
CCC(C)(C)C1CCc2c(sc(NC(=O)CCCC(=O)O)c2C(N)=O)C1 (configuration not stated)	1
CCc1ccc(C(=O)N2CCN(S(=O)(=O)c3ccccc3)CC2)s1	1
CCOC(=O)c1sc2ccccc2c1S(=O)(=O)Nc1ccc(N(C)C)cc1	6
COc1ccccc1NC(=O)c1sc2nc(C)c(C(=O)Nc3ccc(C)cc3C)c(-c3ccccc3Cl)c2c1N	-8
CCOC(=O)C1CCN(C(=O)c2ccc(-n3ccc4ccccc43)s2)CC1	-2
COCCO[C@H]1[C@H](NC(=O)C(C)C)c2ccccc2C12CCN(C(=O)c1ccsc1)CC2	-3
C=CCn1c(SCC(=O)Nc2ccc(C(=O)OCC)cc2)nnc1-c1csc2c1CCCC2	-1
CSCCC(NS(=O)(=O)c1cccs1)C(=O)O (configuration not stated)	6
Cc1ccc(CNC(=O)C2CCN(S(=O)(=O)c3c(C)noc3/C=C/c3cccs3)CC2)cc1	9
CCc1cccc(CC)c1NC(=O)c1sc2nc3ccc(C)cc3cc2c1N	-8
COc1ccc(NC(=O)c2sc3nc[nH]c(=O)c3c2C)cc1OC	1

The list is partial; count on the stated rates, not on these rows.
